# From PubChem
# TRPC4 potent: allosterically enhances the mouse TRPC4 cation channel. 0.42% of 310,000 active. HEK293 TRPC4beta/mu-opioid, DAMGO EC20, Fluo-4 Ca2+ flux; hits give high values. AID 2227. B-score at 10 µM. Q9QUQ5;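 active means B-score of calcium response area above 5 SD of library B-scores, with initial fluorescence ratio within 5 SD of library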;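 further: B-score of integrated fluorescence ratio over time as area under calcium response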
# ANO1 activ: mouse TMEM16A channel activation, primary screen | Q8BHY3 | B-score at 10 µM | 0.3% of 340,000 active | HEK293 TMEM16A/YFP-H148Q/I152L, iodide quench fluorescence; hits give low values | AID 623877;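 active means fluorescence-ratio B-score plate-corrected deviation score at least 3 library SD below zero, with starting fluorescence score within 5 deviations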;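 further: channel opened by trigger with iodide after compound preincubation; score built on the fluorescence ratio of max minus min over baseline; more negative score means more quench and so TMEM16A activation or potentiation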
# Dyrk1A ADPGlo: inhibitors of rat Dyrk1A kinase | Q63470 | ADP-Glo luminescence, NFATc1 peptide | inhibition, % at 12.5 µM | 0.43% of 310,000 active | AID 504441; in the data active means inhibition above about 50%;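 further: plate controls were vehicle with enzyme for no effect and no enzyme for full effect; many of its hits are not listed in these tables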
# KCNQ1 block: human KCNQ1 channel inhibition. CHO-K1 KCNQ1, FluxOR thallium flux fluorescence; hits give high values. B-score at 10 µM. 1.3% of 310,000 active;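 active means compounds whose thallium flux B-score, printed positive for inhibition, exceeds three library SD while starting fluorescence stays within three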;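 further: channel opened by potassium depolarization with thallium stimulus after 20 min compound exposure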
# Target sequence (P51787 whole entry, looked up): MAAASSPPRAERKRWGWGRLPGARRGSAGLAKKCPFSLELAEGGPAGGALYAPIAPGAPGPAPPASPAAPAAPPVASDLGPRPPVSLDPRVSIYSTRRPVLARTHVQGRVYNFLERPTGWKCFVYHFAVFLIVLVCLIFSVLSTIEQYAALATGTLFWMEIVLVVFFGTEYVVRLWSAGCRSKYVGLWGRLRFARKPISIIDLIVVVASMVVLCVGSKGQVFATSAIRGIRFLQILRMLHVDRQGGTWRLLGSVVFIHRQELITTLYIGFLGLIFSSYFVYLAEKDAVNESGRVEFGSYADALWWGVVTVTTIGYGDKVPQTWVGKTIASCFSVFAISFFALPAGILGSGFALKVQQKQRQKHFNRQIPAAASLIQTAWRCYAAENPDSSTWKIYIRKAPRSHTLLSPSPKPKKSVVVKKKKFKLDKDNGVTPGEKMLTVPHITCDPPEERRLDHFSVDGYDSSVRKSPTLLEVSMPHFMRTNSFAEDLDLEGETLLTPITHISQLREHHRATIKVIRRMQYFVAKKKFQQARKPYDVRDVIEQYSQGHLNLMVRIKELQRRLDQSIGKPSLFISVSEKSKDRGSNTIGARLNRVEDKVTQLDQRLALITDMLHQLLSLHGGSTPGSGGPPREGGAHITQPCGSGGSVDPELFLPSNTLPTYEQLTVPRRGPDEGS
# KCNK3 block: human KCNK3 channel inhibition, primary screen. AID 602410. O14649. B-score at 10 µM. 0.84% of 340,000 active. CHO-KCNK3 thallium flux, FluxOR fluorescence; hits give low values;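 active means B-score under library mean minus 4 SD, starting fluorescence ratio at most library mean plus 5 SD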;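 further: more negative B-score means stronger inhibition of thallium flux through KCNK3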
# Target sequence (O14649 whole entry, looked up): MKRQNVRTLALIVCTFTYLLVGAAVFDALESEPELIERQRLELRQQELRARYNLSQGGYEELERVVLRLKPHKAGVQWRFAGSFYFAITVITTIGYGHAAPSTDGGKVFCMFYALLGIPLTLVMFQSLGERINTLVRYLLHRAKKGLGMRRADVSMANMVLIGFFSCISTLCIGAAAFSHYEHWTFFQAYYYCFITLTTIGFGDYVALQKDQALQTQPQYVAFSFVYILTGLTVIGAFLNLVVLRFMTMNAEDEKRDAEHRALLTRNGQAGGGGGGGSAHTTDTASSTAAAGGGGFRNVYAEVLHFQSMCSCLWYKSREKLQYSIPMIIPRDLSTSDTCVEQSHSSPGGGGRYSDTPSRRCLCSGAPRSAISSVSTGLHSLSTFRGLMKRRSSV
# KCNK9 block: human KCNK9 channel inhibition; 1.2% of 310,000 active; AID 488922; Q9NPC2; B-score at 10 µM; HEK293 KCNK9, FluxOR thallium flux fluorescence; hits give low values;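 active means ratio B-score over 3 SD below the library mean, with starting fluorescence within 5 SD of its mean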;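 further: negative B-score means less thallium flux so channel inhibition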
# hERG protect: compounds protecting human hERG from proarrhythmic drug block; Q12809; CHO-hERG, FluxOR thallium flux, dofetilide IC70 present; activation (rescue from dofetilide block), less the hit threshold, % at 10 µM; 0.51% of 310,000 active;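 active means activation above the mean of controls blocked by dofetilide plus 5 SD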;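 further: thallium influx through hERG after potassium depolarization seen as dye fluorescence rise; in these data hits start at about 4.7%; inactives centre near -7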
# TRPC4 agonist: activators of mouse TRPC4 channel; HEK293 TRPC4beta/mu-opioid, Fluo4 calcium fluorescence; hits give high values; AID 2237; B-score at 10 µM; 0.49% of 310,000 active; Q9QUQ5;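 active means B-score above 5 SD of library B-scores, and initial fluorescence ratio not above library mean plus 5 SD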;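 further: positive B-score marks a calcium rise read as TRPC4 activation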
#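 Material: HEK293 stable line with TRPC4beta plus mu-opioid receptor; technique: Fluo4 calcium-sensitive dye fluorescence, kinetic, 1 Hz baseline; timing: Fluo4 dye loading 45 min at room temperature, 110 s recording; controls: assay buffer as low control, maximal DAMGO as high control; read-out: integrated baseline-normalised fluorescence ratio, converted to per-well B score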
# KCNQ1 pot: potentiates or activates the human KCNQ1 potassium channel; 0.35% of 310,000 active; P51787; CHO-K1 KCNQ1, thallium flux FluxOR fluorescence; hits give high values; B-score at 10 µM;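 active means fluorescence ratio B-score, a plate-corrected score, at least three library SD, with initial intensity B-score within 5 SD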
#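 Doses: Single concentration per compound, DMSO matched to controls | Test system: KCNQ1-transfected CHO-K1 cells | Timing: 90 min dye loading and 20 min compound exposure, both at room temperature | Measured by: Kinetic FluxOR thallium fluorescence, 10-s 1-Hz baseline, 110-s post-stimulus read | Medium: Assay buffer with matched DMSO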
# HDAC3 inh: inhibitors of human histone deacetylase 3 | AID 2718 | 0.15% of 320,000 active | O15379 | inhibition, % at 8.3 µM | recombinant HDAC3, fluorogenic peptide/trypsin coupled, fluorescence; in the data active means inhibition above about 26%, passing the limit was not always enough
# TMEM16A inh: inhibitors of mouse TMEM16A calcium-activated chloride channel. Q8BHY3. HEK293 TMEM16A/YFP iodide influx fluorescence, ionomycin. normalized B-score (activity score, 25-100; higher = stronger inhibition) at 10 µM. 1.2% of 310,000 active. AID 588511;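 active means ratio plate-corrected score three or more library SD toward inhibition, starting fluorescence score within five deviations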;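 further: score derived from kinetic fluorescence span divided by baseline fluorescence per well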
# * marks the source's active call; other numbers are inactive results; i = inactive; / = no result given. This is a subset; the hit share may differ from the screen's.
molecule,TRPC4 potent,ANO1 activ,Dyrk1A ADPGlo,KCNQ1 block,KCNK3 block,KCNK9 block,hERG protect,TRPC4 agonist,KCNQ1 pot,HDAC3 inh,TMEM16A inh
CCOc1cc(CNCCO)c(Cl)cc1OCC(=O)NCCc1ccccc1,i,i,4,i,i,i,0,i,i,6,i
COc1ccc(CCn2c(C(C)C)nc3c(c(=O)c4ccccc4n3C)c2=O)cc1,i,i,1,i,i,i,-11,i,i,-5,i
CC(=O)N1C(=O)C(=C2C=C(C)OC(C)=C2)c2ccccc21,i,i,4,i,i,i,-8,i,i,1,i
CCCc1[nH]nc2c1C(/C(C)=C/c1ccccc1)C(C#N)=C(N)O2 (stereo not drawn),i,i,3,i,i,i,1,i,i,1,i
CCN1CCC2(CC1)C(C#N)=C(N)Oc1c2sc2nc(C)cc(C)c12,i,i,6,i,i,i,-9,i,i,0,i
Cc1cccc(NC(=O)NCCc2c[nH]c3ccccc23)c1,i,i,9,i,i,i,-11,i,i,5,i
COCCN1C(=O)c2oc3ccccc3c(=O)c2C1c1cccc(O)c1 (stereo not drawn),i,i,-2,i,i,i,-13,i,i,0,i
Cc1cc2c(cc1S(=O)(=O)Nc1c(C)cccc1C)n(C)c(=O)c(=O)n2C,i,i,1,i,i,i,-9,i,i,6,i
COC(=O)CSc1nnc(CSc2nc(C)cc(C)n2)n1Cc1ccco1,i,i,-3,i,i,i,-7,i,i,/,i
CCC(c1nnnn1Cc1ccco1)N(CCc1ccccc1)Cc1cc2ccc(OC)cc2[nH]c1=O (stereo not drawn),i,i,-6,i,i,i,-7,i,i,-7,i
CCc1cc2cc3c(cc2nc1SCC(=O)Nc1nnc(C)s1)OCCO3,i,i,-5,i,i,i,-4,i,i,-4,i
COc1ccc(CCNc2nc3ccccc3n3nnnc23)cc1OC,i,i,1,i,i,i,-9,i,i,-1,i

# Just HDAC3 inh, Dyrk1A ADPGlo and KCNK3 block, for 2 of the compounds above:
canonical_smiles	HDAC3 inh	Dyrk1A ADPGlo	KCNK3 block
COC(=O)CSc1nnc(CSc2nc(C)cc(C)n2)n1Cc1ccco1	/	-3	i
CCC(c1nnnn1Cc1ccco1)N(CCc1ccccc1)Cc1cc2ccc(OC)cc2[nH]c1=O (stereo not drawn)	-7	-6	i

# Further entries.
molecule,TRPC4 potent,ANO1 activ,Dyrk1A ADPGlo,KCNQ1 block,KCNK3 block,KCNK9 block,hERG protect,TRPC4 agonist,KCNQ1 pot,HDAC3 inh,TMEM16A inh
CCCCN(CC)Cc1ccc(CNC(=S)Nc2c(C)cc(C)cc2C)o1,i,i,-3,i,i,i,-10,i,i,-1,i
O=c1c2[nH]c3ccccc3c2ncn1CCC1=CCCCC1,i,i,4,i,i,i,2,i,i,5,i
CC(NC(=O)c1ccccc1)c1nnc(SCC(=O)NC2CCCC2)n1C (stereo not drawn),i,i,-2,i,i,i,-11,i,i,-1,i
Cc1ccc(S(=O)(=O)N(C)C(=O)NC(=O)NS(=O)(=O)c2ccccc2)cc1,i,i,1,i,i,i,-2,i,i,-3,i
O=C(O)c1ccc(CN(Cc2ccccc2)S(=O)(=O)c2ccc(Cl)cc2)cc1,i,i,3,i,i,i,-8,i,i,3,i
COc1cc2cc(CN(Cc3cccs3)C(=S)Nc3cccc(C)c3)c(=O)[nH]c2cc1OC,i,/,/,7*,/,i,-11,i,i,5,i
Cc1[nH]c(C)c(S(=O)(=O)Nc2cccc(Cl)c2C)c1C(=O)N1CCCCC1,i,i,4,i,i,i,-7,i,i,0,i
COC(=O)C1=C(C)NC(C)=C(C(=O)OC)C1c1ccc(N(C)C)cc1,i,i,-2,i,i,i,-14,i,i,11,i
Cc1ccc(C(=O)NNC(=O)CCN2C(=O)C3CCCCC3C2=O)cc1 (stereo not drawn),i,i,8,i,i,i,-7,i,i,-3,i
O=C(Nc1cccc(F)c1)Nc1c[nH]c(=O)[nH]c1=O,i,i,1,i,i,i,-4,i,i,5,i
COc1ccc(CN2CCNC(=O)C2CC(=O)NCCSc2nccn2C)c(OC)c1 (stereo not drawn),i,i,-6,i,i,i,-12,i,i,3,i
CN(C)CCN(Cc1cc2cc3c(cc2[nH]c1=O)OCCO3)C(=S)NCC1CCCO1 (stereo not drawn),i,i,-4,i,i,i,-8,i,i,/,i
CCOC(=O)c1c(NC(=O)Cc2cccs2)sc(C)c1C,i,i,5,i,i,i,-1,i,i,-1,i
CCN1CCN(Cc2ccc(NC(=O)c3ccc(C)c(NC(=O)C[C@@H]4NC(=O)[C@H](Cc5ccccc5)NC4=O)c3)cc2C(F)(F)F)CC1,i,i,0,i,i,i,-4,i,i,-2,i
O=C(NCc1ccccc1)C1CCCN1S(=O)(=O)c1ccc(F)cc1 (stereo not drawn),i,i,-4,i,i,i,-1,i,i,6,i
CO/C([O-])=N/c1c[n+](-c2ccc(C)cc2)no1,i,i,0,i,i,i,-4,i,i,3,i
CCCOc1ccc(Oc2nc(-c3ccncc3)nc3ccccc23)cc1,i,i,-14,i,i,i,0,i,i,3,i
Cc1cccc(NC(=O)CN(C)S(=O)(=O)c2cccs2)c1,i,i,-6,i,i,i,-7,i,i,2,i
COc1cccc(OCC(O)CN2CCN(CCO)CC2)c1 (stereo not drawn),i,i,6,i,i,i,-6,i,i,0,i
CCCC(=O)N1CC(=O)Nc2ccc(C)cc2C1c1ccc(F)cc1 (stereo not drawn),i,i,1,i,i,i,-5,i,i,-1,i
COc1ccc(CC(C#N)(CO)c2nc3ccccc3[nH]2)cc1 (stereo not drawn),i,i,-3,i,i,i,-7,i,i,3,i
Cc1ccc(C(=O)NCCc2nnc(SCC(=O)Nc3nc(-c4ccccc4)cs3)n2C)cc1,i,i,-1,i,i,i,-15,i,i,-6,i
CC1(C)CC(=O)c2c(O)cc(OCC(=O)N3CCN(c4ccccc4)CC3)cc2O1,i,i,-1,i,i,i,-13,i,i,3,i
CC(C)c1ccc(N(CCc2ccccn2)C(=O)C(C)(C)C)cc1,i,i,/,i,i,i,-4,i,i,0,i
O=C(CCC(=O)c1ccccc1)NC1CCCN(Cc2ccccc2F)C1 (stereo not drawn),i,i,3,i,i,i,-2,i,i,-12,i
O=C(Nc1ccccc1)OCCNC(=O)c1ccccc1,i,i,-4,i,i,i,-4,i,i,1,i
Cc1ccc2nc(C(C)O)[nH]c2c1 (stereo not drawn),i,i,-8,i,i,i,-5,i,i,7,i
CCCC(C)C(=O)OCC(=O)NCc1ccc(OC)c(OC)c1 (stereo not drawn),i,i,2,i,i,i,-3,i,i,4,i
COc1ccccc1CNc1nc(C)c(C(=O)N(C)C)s1,i,i,-9,i,i,i,-10,i,i,/,/
COc1cc(C(=O)NC2=NCCS2)cc(OC)c1OC,i,i,3,i,i,i,-2,i,i,0,i
Cn1c(NC(=O)c2cccs2)cc(=O)n(C)c1=O,i,i,-1,i,i,i,0,i,i,-2,i
O=C(C[n+]1cc(-c2ccc(F)cc2)n2c1CCC2)c1cccs1,i,i,1,i,i,i,-10,i,i,-20,i
Cc1cnc(NC(=O)COc2ccccc2)s1,i,i,0,i,i,i,-4,i,i,-4,i
COc1ccc(NC(=O)CCCC2CCCCC2)cc1S(=O)(=O)N1CCCCC1,i,i,-6,i,i,i,-7,i,i,-6,i
c1ccc(-n2ncc3c2ncn2c(C4CCCCC4)nnc32)cc1,i,/,/,i,/,i,-2,i,i,/,/
CCN1CCN(C(c2cc3cc4c(cc3[nH]c2=O)OCO4)c2nnnn2C(C)(C)CC)CC1 (stereo not drawn),i,i,12,i,i,i,-9,i,i,-23,i
CC1(C)CC(=O)C(C=NCCCN2CCOCC2)=C(O)C1,i,i,-1,i,i,i,-4,i,i,0,i
CN1CCN(S(=O)(=O)c2ccc(Oc3ccc(F)c(Cl)c3)nc2)CC1,i,i,0,i,i,i,-9,i,i,-2,i
COc1cccc(/C=c2/s/c(=C(\C#N)C(=O)N3CCOCC3)n(-c3ccccc3)c2=O)c1,i,i,-15,i,i,i,-7,i,i,-4,i
COc1cc(C(=O)NCC(=O)N/N=C(C)\C=C\c2ccccc2)cc(OC)c1OC,i,i,1,i,i,i,-16,i,i,6,i
O=C(/C=C/c1ccccc1)N1CCN(CC(O)COc2ccccc2)CC1 (stereo not drawn),i,i,3,i,i,i,-8,i,i,3,i
CCCCN(CCCC)C(=O)C1(P(=O)(c2ccccc2)c2ccccc2)CCC1,i,i,-10,i,i,i,-17,i,i,-2,i
O=C1Nc2ccccc2C(O)(C(=O)NCc2ccc3c(c2)OCO3)N1c1ccccc1 (stereo not drawn),i,i,0,i,i,i,-15,i,i,-9,i
CCCc1nc(SCC(=O)N2CCCCCC2)c2c(=O)n(C)c(=O)n(C)c2n1,i,/,/,i,/,i,-16,i,i,0,i
COc1cc(CNc2ccc(N3CCN(C(C)=O)CC3)cc2)ccc1OCc1ccccc1,i,i,/,i,i,i,-5,i,i,5,i
O=C(c1ccco1)N1CCN(S(=O)(=O)N2CCOCC2)CC1,i,i,0,i,i,i,-4,i,i,-1,i
CC(=O)N1CCC2(CC1)C(C#N)=C(N)Oc1c2sc2nc(C)cc(C)c12,i,i,0,i,i,i,-9,i,i,6,i
CCn1cc(C(=O)NCc2ccccn2)c(=O)c2cc(S(=O)(=O)N3CCCCC3)ccc21,i,/,/,i,/,i,-14,i,i,/,/
CSc1cccc(NC(=O)c2ccc(NC3=NC4CS(=O)(=O)CC4S3)cc2)c1 (stereo not drawn),i,i,4,i,i,i,-6,i,i,1,i
COc1ccccc1CNC(=O)C(=O)NCC1OCCCN1S(=O)(=O)c1cccs1 (stereo not drawn),i,i,0,i,i,i,-12,i,i,-1,i
COc1cccc(NC(=O)CNCc2ccccc2)c1,i,i,3,i,i,i,-7,i,i,12,i
COc1ccc(C2N(c3ccccc3)C(=S)N3CCCN23)cc1 (stereo not drawn),i,i,8,i,i,i,-2,i,i,-3,i
COc1ccc(CCNC(=O)c2cc3ccccc3oc2=O)cc1,i,i,12,i,i,i,7.8*,i,i,-4,i
COC(=O)CNC(=O)COC(=O)C(Cc1ccccc1)NC(=O)c1ccco1 (stereo not drawn),i,i,-12,i,i,i,-8,i,i,-11,i
